# E-selectin induc: E-selectin induction on HUVECs; AID 686992; activation, % at 7.58 µM; P16581; HUVEC E-selectin immunofluorescence imaging; normalized: neutral wells 0, TNF-alpha wells 100; actives 0.37% (n = 260,000);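 active means mean E-selectin-positive cell signal at least 10% of the positive control, reached in at least 60% of replicates, without over 20% cell loss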;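 further: in these data hits start at about 27%; measured in HUVEC primary endothelial cells; signal is the percent of cells scored E-selectin positive by PE staining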
#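 System: HUVEC, human umbilical vein endothelial cells; quantity: 3,000 cells/well; buffer or medium: EGM-2 medium, gelatin-coated wells; dosing: single-point compound dose; detection: immunofluorescence imaging; evaluation: % PE-positive cells; benchmarks: TNF-alpha, DMSO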
# EWS-Fli inh: inhibitors of EWS/Fli oncoprotein transcriptional activity. A673 NR0B1-luciferase reporter, viability-normalised. inhibition, % at 12.6 µM. actives 0.67% (n = 350,000). AID 651661;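 active means mean inhibition of at least 50% after viability correction, with every replicate also passing that limit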;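 further: firefly luciferase signal divided by Alamar Blue viability fluorescence both relative to DMSO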
# FN deposit inh: fibronectin deposition inhibition; AH1F fibroblasts, Alexa488-fibronectin deposition fluorescence, overnight; inhibition, % at 12.6 µM; actives 0.086% (n = 350,000);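 active means mean inhibition across replicates of 30% or more, regardless of how many single replicates reach that level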;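 further: positive control wells lacked labelled fibronectin entirely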
#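 Material – AH1F fibroblast monolayer, labelled fibronectin deposition · Reagent – labelled fibronectin 24 nM · Timing – 1 h adhesion, overnight exposure · Measured by – fluorescence at 485 nm excitation, 525 nm emission · Read-out – inhibition of fibronectin deposition signal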
# RAD54 inh: inhibitors of human RAD54 branch migration. actives 0.14% (n = 360,000). Q92698. RAD54 Holliday junction branch migration, FAM/BHQ fluorescence. inhibition, % at 10.4 µM. AID 602329;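 active means mean normalized replicate activity at least 40 and at least half of replicates scoring 40 or more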;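 further: 0% = median of neutral control wells and 100% = median of positive control wells; inhibitors cause a drop in the FAM fluorescence signal; in these data hits start at about 50%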
# RAD52 anneal inh: RAD52 (human) annealing inhibition. P43351. recombinant RAD52 DNA annealing, FRET fluorescence. inhibition, % at 18.7 µM. actives 0.46% (n = 360,000). AID 651710;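 active means every replicate showing at least 50% inhibition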
# Target sequence (P43351 whole entry, looked up): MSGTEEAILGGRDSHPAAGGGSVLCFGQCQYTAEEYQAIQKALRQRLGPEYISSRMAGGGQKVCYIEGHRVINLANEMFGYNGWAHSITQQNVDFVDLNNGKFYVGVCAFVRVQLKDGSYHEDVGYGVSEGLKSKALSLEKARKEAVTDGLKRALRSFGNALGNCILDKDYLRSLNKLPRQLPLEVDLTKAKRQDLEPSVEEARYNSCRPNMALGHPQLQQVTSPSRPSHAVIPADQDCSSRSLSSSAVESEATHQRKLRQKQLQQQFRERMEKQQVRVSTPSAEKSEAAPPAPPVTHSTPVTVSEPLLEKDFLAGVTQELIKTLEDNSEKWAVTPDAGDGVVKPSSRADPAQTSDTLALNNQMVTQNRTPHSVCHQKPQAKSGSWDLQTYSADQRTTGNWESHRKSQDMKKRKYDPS
# esBAF inh: blocks esBAF chromatin remodeling in mouse ES cells | Bmi1-luciferase knock-in reporter, 24 h; 100% = twice the neutral-well signal | reporter increase, % at 12.5 µM | actives 2% (n = 350,000); in the data active means activation above about 40%;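 further: 0% = median of the plate's neutral control wells and 100% = double that signal; a rise in the Bmi1 reporter signal indicates esBAF inhibition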
# Xi reactivation: reactivates the inactive X chromosome in mouse fibroblasts. XiGFP mouse fibroblasts, % GFP-positive cells imaging, 3 d; cells co-treated with 5-aza-dC sensitizer; scaled so ellipticine positive control = 100%. activation, % at 7.58 µM. actives 0.055% (n = 360,000);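 active means mean normalized replicate activation at least 10% and every replicate at or above 10%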;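 further: 0% = median of on-plate neutral control wells and 100% = ellipticine 6 µM median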
#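 Assay system: SV40-immortalized XiGFP fibroblast cells, line 68-5-11; buffer or medium: DMEM plus 5-aza-dC sensitizer; compound: one concentration, pinned; timing: compounds 3 days, fix/stain 15 min at room temperature; benchmarks: positive control ellipticine, 6 µM final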
# S100A4 inh HTS: inhibitors of human S100A4 binding to myosin IIA peptide; P26447; S100A4/TAMRA-MyoIIA peptide fluorescence polarization; inhibition, % at 10.7 µM; actives 0.14% (n = 360,000); AID 652163;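 active means mean inhibition of at least 70% across replicates, with every replicate also reaching that level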
# Target sequence (P26447 whole entry, looked up): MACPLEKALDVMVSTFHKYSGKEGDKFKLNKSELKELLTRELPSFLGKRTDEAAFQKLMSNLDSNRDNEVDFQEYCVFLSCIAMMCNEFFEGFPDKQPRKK
#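 Material: human S100A4 monomer with TAMRA-labelled myosin IIA peptide; buffer or medium: HEPES pH 7.2 with CaCl2, KCl, NaCl, DTT, Triton; compound dosing: one concentration per compound; schedule: 5 min incubation before reading; benchmarks: neutral control DMSO, positive control TFP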
# Starred values were filed as active, the others as inactive; · = not tested or not shown; & = joins results of further samples.
SMILES,E-selectin induc,EWS-Fli inh,FN deposit inh,RAD54 inh,RAD52 anneal inh,esBAF inh,Xi reactivation,S100A4 inh HTS
COc1ccc(CN2CCN(Cc3ccon3)CC2CCO)c(C)c1C (stereo unspecified),·,4,-5,-4,-5,·,-0.1,0
C=C(C)C1CC=C(C)/C(=N\NC(=O)CCc2ccccc2)C1 (stereo unspecified),·,-7,-3,·,-14,·,0.0,0
Cc1cccc(NC(=O)CCNS(=O)(=O)c2cccc3nsnc23)c1C,·,0,-12,-7,-11,-6,0.0,-2
CCOc1ccc(OCC)c(S(=O)(=O)N2CCC(C)CC2)c1,·,-6,·,-3,-4,-3,·,-4
C=CCN1C(=O)/C(=C/c2ccc(OC(C)=O)c(OCC)c2[N+](=O)[O-])SC1=S,·,-123,0,·,-19,·,0.2,-4
CC1CCCC(C)N1/N=C/c1ccccc1OC(F)F (stereo unspecified),·,-3,-7,4,-10,-6,-0.1,1
FC(F)(F)c1ccccc1C1=CC(c2ccccc2)n2ncnc2N1 (stereo unspecified),0.3,16,5,4,0,6,0.0,2
C[C@H](CO)N1C[C@H](C)[C@H](CN(C)C(=O)Nc2ccc3c(c2)OCO3)OCc2ccccc2-c2ccccc2C1=O,-0.6,-14,-1,·,·,5,-0.3,·
CCc1cccc2c(C(=O)C(NCCOC)c3ccccc3)c[nH]c12 (stereo unspecified),0.5,11,4,-2,-35,0,0.1,7
O=C(c1ccc(N2C(=O)CCC2=O)cc1)N1CCCSC1=Nc1ccccc1,-0.3,3,13,-9,-7,9,0.4,84*
CN(C(=O)CSc1nnnn1-c1ccc(O)cc1)C1CCCCC1,0.8,6,4,-6,10,11,0.0,1
O=NN(C(=O)NC1CCC(C(=O)O)CC1)C1CCC(C(=O)O)CC1 (stereo unspecified),-0.1,-2,-10,·,-3,·,0.1,1
O=C(NC(=S)Nc1nc(-c2ccccc2)cs1)c1cncc(Br)c1,·,-8,·,3,-3,15,·,-3
CCCCc1c(-c2ccccc2OC)ncn1Cc1ccc(F)cc1F,0.1,1,1,·,0,·,0.4,0
O=C(CNC(=O)c1ccc(Br)o1)NCc1ccc(Cl)cc1,-0.2,-2,·,5,-17,-4,0.6,-6
COC(C[C@@H](O)C[C@@H](O)[C@H](C)OCc1ccccc1)OC,0.1,-6,7,-3,-7,·,-0.2,3
CO[C@H]1CN(C)C(=O)c2cc(NC(=O)CC(F)(F)F)ccc2OC[C@H](C)N(CC2CC2)C[C@H]1C,-0.2,27,-8,·,·,·,-0.4,8
Cc1ccccc1Nc1nnc(SCC(=O)N(C)C2CCS(=O)(=O)C2)s1 (stereo unspecified),·,·,3,-3,·,-4,0.1,·
COC(=O)CSc1nc(N2CCOCC2)c2c(c1C#N)CCCC2,·,2,-6,·,-28,·,0.0,3
COc1ccc(Nc2nc3ccccc3n3cnnc23)cc1Cl,0.4,-17,6,-1,-10,7,0.2,-4
CCc1cccc(CC)c1NC(=O)c1ccccc1,-1.2,-10,-5,·,-16,·,0.0,-5
COc1ccc(NC(=O)N(C)C[C@@H]2Oc3c(NC(=O)Nc4c(C)noc4C)cccc3C(=O)N([C@@H](C)CO)C[C@H]2C)cc1,-0.3,-2,·,7,0,-6,0.1,4
CC(=O)c1ccc(S(=O)(=O)Nc2ccc(N3CCOCC3)cc2)cc1,·,-4,4,15,-4,0,0.0,-18
CCCCSc1nc(N)c(NC(=O)c2ccco2)c(=O)[nH]1,0.0,-5,-3,4,-17,-1,-0.2,8
CO[C@@H]1CN(C)C(=O)c2cc(NC(=O)NC(C)C)ccc2OC[C@@H](C)N(Cc2ccccc2)C[C@@H]1C,0.2,4,-4,-6,-8,5,-0.2,-28

# Exported with values under each structure: part of the list above
# Fields: E-selectin induc, EWS-Fli inh, FN deposit inh, RAD54 inh, RAD52 anneal inh, esBAF inh, Xi reactivation, S100A4 inh HTS
- O=C(c1ccc(N2C(=O)CCC2=O)cc1)N1CCCSC1=Nc1ccccc1
    -0.3, 3, 13, -9, -7, 9, 0.4, 84*
- CN(C(=O)CSc1nnnn1-c1ccc(O)cc1)C1CCCCC1
    0.8, 6, 4, -6, 10, 11, 0.0, 1
- O=NN(C(=O)NC1CCC(C(=O)O)CC1)C1CCC(C(=O)O)CC1 (stereo unspecified)
    -0.1, -2, -10, ·, -3, ·, 0.1, 1
- O=C(NC(=S)Nc1nc(-c2ccccc2)cs1)c1cncc(Br)c1
    ·, -8, ·, 3, -3, 15, ·, -3
- CCCCc1c(-c2ccccc2OC)ncn1Cc1ccc(F)cc1F
    0.1, 1, 1, ·, 0, ·, 0.4, 0
- O=C(CNC(=O)c1ccc(Br)o1)NCc1ccc(Cl)cc1
    -0.2, -2, ·, 5, -17, -4, 0.6, -6

# (more compounds)
SMILES,E-selectin induc,EWS-Fli inh,FN deposit inh,RAD54 inh,RAD52 anneal inh,esBAF inh,Xi reactivation,S100A4 inh HTS
Cc1cc(C(=O)Nc2cccc3c2O[C@H](CN(C)C(=O)Nc2cccc4ccccc24)[C@H](C)CN([C@H](C)CO)C3=O)n(C)n1,-8.2,-1,·,-3,-6,2,-0.2,5
COCC#Cc1cnc2c(c1)C(=O)N([C@H](C)CO)C[C@H](C)[C@H](CN(C)C(=O)c1cccc(F)c1)O2,0.3,-1,-3,-4,-16,2,0.2,11
C[C@@H]1CCCCO[C@@H](CN(C)Cc2ccccc2)[C@@H](C)CN([C@@H](C)CO)C(=O)c2cc(NC(=O)CCC(F)(F)F)ccc2O1,-0.2,7,4,-7,13,3,0.4,7
Cc1noc(C)c1NC(=O)N[C@H]1CC[C@@H](CC(=O)NCCCN(C)C)O[C@@H]1CO,-0.1,9,2,-2,-1,5,-0.4,20
Cc1cccc2[nH]c(SCC(=O)N3CCOCC3)nc12,-0.1,-15,-4,13,-23,·,0.0,-2
CC(=O)c1ccccc1NC(=O)COC(=O)c1ccccc1NC(=O)c1ccccc1,-2.5,-6,0,·,0,·,0.6,45
COc1ccc(CCNC(=O)C(=O)NCC2OCCN2S(=O)(=O)c2ccc(OC)cc2)cc1 (stereo unspecified),0.1,4,7,1,-41,-4,0.2,0
COc1cccc(-c2ccc3n(c2=O)C[C@@H]2[C@@H](CO)[C@H](C(=O)NC4CCCC4)N[C@H]32)c1,-0.2,-4,·,-2,-7,-1,0.2,-8
C[C@@H]1CN([C@@H](C)CO)C(=O)CCCn2nncc2CO[C@@H]1CN(C)C(=O)Nc1ccc(-c2cccs2)cc1,0.6,-10&-2,-1&1,2&-3,-21&1,10&-2,-0.2&0.2,-2&-14
Cc1cccc(C)c1Cn1c(C)c(C(=O)NCCC#N)sc1=O,·,-14,-1,6,-24,-8,0.0,-3
CS(=O)(=O)Nc1ccc(-c2cc(/C=C3\SC(N)=NC3=O)c[nH]c2=O)cc1,-0.1,-5,-3,5,-20,-1,0.1,0
CN(CC(=O)Nc1c(Cl)cccc1Cl)C(=O)Cn1[nH]c(=O)c2ccccc2c1=O,3.7,-1,0,0,-3,-9,0.1,-2
CC(NC(=O)COc1cccnc1[N+](=O)[O-])c1ccc(F)cc1 (stereo unspecified),0.7,0,4,-3,-1,0,0.0,-2
COc1ccc(NS(=O)(=O)c2cc3c4c(c2)CCN4C(=O)CC3)c(OC)c1,2.1,8,1,·,-9,3,-0.1,-3
COC(=O)c1cccc(NC(=O)CCNC(=O)c2ccco2)c1,0.4,-2,1,-5,6,-6,0.0,-1
CNS(=O)(=O)c1ccc2c(c1)NC(=O)C1CCCN21 (stereo unspecified),-0.3,·,0,-14,·,·,-0.4,·
O=C(c1cc(-c2ccc(Br)cc2)on1)N1CCCC1,·,6,0,-19,-10,-12,0.1,1
C/C(=N\NC(=O)C1(C)CC1(Br)Br)c1cccc(NC(=O)c2ccc(C)o2)c1 (stereo unspecified),-0.1,·,·,-5,-7,6,0.0,0
CC(=O)Nc1ccc(NC(=O)COc2cc(C)cc3oc(=O)cc(C)c23)cc1,3.9,·,4,15,-17,1,0.0,-10
C[C@H](CO)N1C[C@H](C)[C@@H](CN(C)C(=O)C2CC2)Oc2cc(C#CC3CC3)ccc2S1(=O)=O,0.0,3,-7,0,-5,6,-1.1,-25
COc1ccc(C2C(CC(=O)O)=C(Nc3ccccc3)C(=O)N2c2ccccc2)cc1 (stereo unspecified),·,-39,5,14,-18,54*,0.0,-11
CCOc1ccc(CCNC(=O)C2CC(=O)N(Cc3ccc(C)cc3)C2)cc1OCC (stereo unspecified),0.3,-3,3,·,-23,-1,0.0,0
Cc1ccc(NC(=O)CSc2nnc(CCC(=O)O)c(=O)[nH]2)cc1,1.8,4,1,-7,-23,5,0.0,-5
O=C(c1cccc(F)c1)N1C[C@@H]2[C@H](c3ccccc31)[C@H](CO)N2C(=O)C1CCCCC1,-0.3,7,·,1,-14,-1,-0.1,-3
COC(C(=O)N/N=C(\C)CC(=O)Nc1ccc(Cl)cc1C)c1ccccc1 (stereo unspecified),5.9,7,-12,·,-11,·,-0.1,1
SMILES,E-selectin induc,EWS-Fli inh,FN deposit inh,RAD54 inh,RAD52 anneal inh,esBAF inh,Xi reactivation,S100A4 inh HTS
OCCN1CCN(CC/C=C2/c3ccccc3Sc3ccc(Cl)cc32)CC1,0.9,4,-3,12,40,-5,0.1,2
Cc1c(NC(=O)c2cccc(NC(=O)COc3cccc(Br)c3)c2)c(=O)n(-c2ccccc2)n1C,·,-1,6,2,-13,0,-0.3,0
Cc1ccc(C2(C)NC(=O)N(CC(=O)NCCN3C(=O)S/C(=C\c4cccnc4)C3=O)C2=O)cc1 (stereo unspecified),-0.3,1,-2,1,-16,7,0.8,0
COc1ccc(NC(=O)COC(=O)CCCN2C(=O)c3ccccc3C2=O)cc1Cl,-1.6,-8,3,-8,-2,5,0.0,9
COc1cccc(NC(=O)C2CCC(CNS(=O)(=O)c3cccc4cccnc34)CC2)c1 (stereo unspecified),0.0,22,-2,-3,-11,2,0.4,-1
COCCCn1c(=O)c2sccc2n(Cc2ccccc2C)c1=O,0.0,-1,-3,-19,-9,-5,0.4,2
COC(=O)c1ccc(CNC(=O)c2cc(S(=O)(=O)NCc3ccccc3)ccc2C)cc1,-0.1,12,9,8,-17,1,0.0,0
CN(CC(=O)Nc1ccccc1Cl)C(=O)COC(=O)c1ccc(C(F)(F)F)cc1,·,-6,-8,9,-6,-3,-0.1,-13
CC(C)CC1NC(=O)c2ccccc2-n2c1nc1ccc(F)cc1c2=O (stereo unspecified),0.0,-2,-2,·,-11,·,0.0,2
Cc1cc(NC(=O)c2ccc(-c3ccccc3F)o2)no1,5.0,1,·,·,7,·,0.0,-1
CC[C@@H](C)[C@@H](C(=O)N1CCN(C(=O)OC(C)(C)C)CC1)n1cc(CCC(=O)O)nn1,-0.4,-10,-28,-4,-6,3,0.1,-2
COCC(=O)N[C@@H]1CC[C@H](CC(=O)NCc2ccccc2OC)O[C@@H]1CO,0.2,-7,7,-7,2,-2,-0.1,1
O=C(NCCO)/C(=C\c1ccco1)NC(=O)c1ccco1,·,5,5,-6,-22,-7,0.0,-3
Cc1nn(-c2ccccc2)c2sc(C(=O)N3CCOCC3)cc12,·,·,-1,-3,-3,44*,·,-3
CCc1nnc(NC(=O)c2sc3nc4c(cc3c2N)CCCCC4)s1,·,-65,0,·,-19,·,0.1,-3
Cc1ccc(S(=O)(=O)NCC[C@@H]2CC[C@@H](NC(=O)NC(C)C)[C@H](CO)O2)cc1,0.0,-1,1,1,1,3,0.3,38

# High-throughput results deposited in PubChem by Broad Institute.
